L929 necroptosis – L929 zVAD cell death inhibition; L929 zVAD necroptosis rescue, ATP luminescence, 24 h; with zVAD 60 µM; viability rescue, % at 10 µM; 220,000 tested, 0.38% active; AID 1377;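 active = activation, scaled between plate controls, above about 75%, limit read from the data; inactive = activation under that limit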;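 note: 0% = zVAD with DMSO and 100% = DMSO alone without zVAD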
EP2 modulator – EP2 receptor (human) modulation. P43116. EP2-expressing cells, cAMP HTRF FRET, PGE2 co-stimulation. induction, % at 25 µM. 260,000 tested, 0.83% active;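 active = compounds whose cAMP rise, as percent of the full-agonist control response, exceeds 60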;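 note: rat C6 glioma line stably carrying human EP2 under a CMV promoter; the protocol text gives 20 µM as final concentration; 100% = response of wells given 1 µM PGE2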
Target sequence (P43116 whole entry, looked up): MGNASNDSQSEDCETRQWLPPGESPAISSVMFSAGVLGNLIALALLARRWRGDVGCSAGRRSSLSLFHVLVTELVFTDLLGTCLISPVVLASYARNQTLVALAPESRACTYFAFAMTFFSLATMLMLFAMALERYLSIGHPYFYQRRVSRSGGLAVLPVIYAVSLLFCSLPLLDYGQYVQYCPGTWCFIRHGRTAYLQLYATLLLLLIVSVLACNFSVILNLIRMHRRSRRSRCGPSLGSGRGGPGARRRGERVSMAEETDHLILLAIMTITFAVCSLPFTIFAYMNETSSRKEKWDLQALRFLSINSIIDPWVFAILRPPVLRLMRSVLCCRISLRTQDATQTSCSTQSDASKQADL
Runt-SMMHC FRET – inhibitors of human RUNX1 Runt domain binding to CBFb-SMMHC. Q01196+Q13951. inhibition, % at 20 µM. 220,000 tested, 0.74% active. Cerulean-Runt/Venus-CBFb-SMMHC FRET ratio 530/480, 1 h. AID 1434;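 active = mean inhibition across duplicate retests at 20 µM reaching about 50%, limit read from the data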;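 note: 0% = DMSO wells and 100% = wells with excess untagged CBFb-SMMHC; inhibitors lower the FRET ratio by blocking Runt binding to CBFb-SMMHC; some results filed as inactive read as strong as hits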
Runt-CBFb FRET – blocks binding of human RUNX1 Runt domain to CBFb; AID 1496; Q01196+Q13951; 220,000 tested, 0.46% active; inhibition, % at 20 µM; Cerulean-Runt/Venus-CBFb FRET ratio 530/480, 1 h;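 active = inhibition over about 50% at 20 µM in the single-dose screen, limit read from the data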;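 note: 0% = DMSO wells and 100% = excess unlabeled CBFb competitor control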
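Measured by: fluorescence energy transfer, 422 nm excitation, 530/480 nm emission; Assay system: Cerulean-Runt domain; Medium: Tris pH 7.5 buffer with BSA; Measure: loss of energy transfer signal; Controls: 5 µM unlabeled CBFb as full-inhibition high control; Incubation: protein complex preformed 1 h, compound exposure 1 h, room temperature, dark.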
PGE2 EP2 inh – EP2 receptor (human) inhibition. P43116. C6 glioma cells expressing human EP2, cAMP TR-FRET; cells stimulated with saturating PGE2. inhibition, % at 25 µM. 260,000 tested, 0.52% active;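 active = percent inhibition above 40 after rounding to a whole number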;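 note: rat C6 glioma host cells with rolipram phosphodiesterase inhibitor present; the protocol text gives 20 µM as final concentration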
RBBP9 inhibitor – blocks human serine hydrolase RBBP9; O75884; recombinant RBBP9, FP-Rh probe fluorescence polarization; inhibition, % at 7.94 µM; 220,000 tested, 0.2% active;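 active = inhibition above the campaign mean of all tested compounds plus 3 SD, cut at about 14% in these data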;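 note: plate controls were DMSO wells with RBBP9 for no effect and wells lacking RBBP9 protein for full effect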
Target sequence (O75884 whole entry, looked up): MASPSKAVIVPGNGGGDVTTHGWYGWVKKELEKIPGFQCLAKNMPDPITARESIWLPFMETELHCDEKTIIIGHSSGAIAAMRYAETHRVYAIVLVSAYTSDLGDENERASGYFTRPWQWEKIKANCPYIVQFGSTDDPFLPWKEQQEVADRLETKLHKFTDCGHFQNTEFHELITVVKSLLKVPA
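Measured by: FP readout at 525/598 nm; material: recombinant human RBBP9; also added: Serine-hydrolase probe FP-Rh, 375 nM pre-mixing; medium: Tris buffer pH 8.0, NaCl, Pluronic; replication: one well per compound; doses: one concentration, 7.94 µM nominal, 0.794% DMSO; timing: preincubation 30 min plus labeling 45 min at 25 °C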
Hck Nef HTS – blocks Nef-activated human Hck kinase | Recombinant Hck-YEEI plus Nef, Z-Lyte FRET kinase assay | AID 463187 | 220,000 tested, 0.68% active | P08631 | inhibition, % at 20 µM;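 active = Hck-Nef kinase inhibition above about 50%, limit read from the data; inactive = inhibition below that limit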;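 note: 0% = DMSO with Hck plus Nef and 100% = Hck alone without Nef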
Target sequence (P08631 whole entry, looked up): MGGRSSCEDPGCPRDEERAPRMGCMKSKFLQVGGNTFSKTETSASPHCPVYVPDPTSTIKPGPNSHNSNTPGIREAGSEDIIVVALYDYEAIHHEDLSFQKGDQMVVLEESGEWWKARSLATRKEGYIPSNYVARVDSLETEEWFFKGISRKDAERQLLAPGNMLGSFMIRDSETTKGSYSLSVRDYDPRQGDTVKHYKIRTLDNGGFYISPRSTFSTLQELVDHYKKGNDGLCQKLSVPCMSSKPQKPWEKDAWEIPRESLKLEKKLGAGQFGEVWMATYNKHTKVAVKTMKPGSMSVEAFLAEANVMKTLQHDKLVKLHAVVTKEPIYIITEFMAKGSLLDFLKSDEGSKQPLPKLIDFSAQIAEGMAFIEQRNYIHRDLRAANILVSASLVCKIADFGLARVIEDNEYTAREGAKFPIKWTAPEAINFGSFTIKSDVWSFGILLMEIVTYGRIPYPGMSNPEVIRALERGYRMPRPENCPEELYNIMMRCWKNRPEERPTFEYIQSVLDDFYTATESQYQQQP
TNF death inh – blocks TNF-alpha induced death of Jurkat FADD-/- cells; Jurkat FADD-/- TNF necroptosis rescue, ATP luminescence, 24 h; 0 = TNF only, 100 = no-TNF cells; activation (protection from cell death), % at 10 µM; 220,000 tested, 0.068% active;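 active = activation, meaning protection from cell death, of at least 50% relative to plate controls; inactive = activation below 50%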;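 note: necroptosis triggered by 40 ng/mL TNF-alpha added together with compound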
PERK inh – blocks human PERK kinase; AID 1416; inhibition, % at 5.6 µM; CHO PERK-DD fusion, SEAP luminescence translation reporter; 220,000 tested, 0.17% active;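 active = inhibition above the mean inhibition of all tested compounds plus 3 SD, set separately per screening campaign, cut at about 2.9% in these data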;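 note: PERK kinase domain activated by AP20187 dimerizer at 100 nM; 0% = DMSO with dimerizer and 100% = rapamycin at 8.4 µM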
The depositor's hits bear a star; x = not tested or not shown; & = joins results of further samples.

Sample of the layout (two entries):
SMILES	L929 necroptosis	EP2 modulator	Runt-SMMHC FRET	Runt-CBFb FRET	PGE2 EP2 inh	RBBP9 inhibitor	Hck Nef HTS	TNF death inh	PERK inh
O=C(NCCNC1CCC(c2ccccc2)CC1)c1ccc(F)cc1 (stereo unspecified)	1.1	-40	-2	0	7	-8	19	6.8	-0.4
O=C(COc1cccnc1[N+](=O)[O-])N1N=C(c2ccc(Cl)cc2)CC1c1ccco1 (stereo unspecified)	-0.8	5	-5	4	9	0	5	-2.4	0.5

This part in full, from the start:
SMILES	L929 necroptosis	EP2 modulator	Runt-SMMHC FRET	Runt-CBFb FRET	PGE2 EP2 inh	RBBP9 inhibitor	Hck Nef HTS	TNF death inh	PERK inh
O=C(NCCNC1CCC(c2ccccc2)CC1)c1ccc(F)cc1 (stereo unspecified)	1.1	-40	-2	0	7	-8	19	6.8	-0.4
O=C(COc1cccnc1[N+](=O)[O-])N1N=C(c2ccc(Cl)cc2)CC1c1ccco1 (stereo unspecified)	-0.8	5	-5	4	9	0	5	-2.4	0.5
Cc1cccc(N2CCN(C(=O)CCCn3c(=S)[nH]c4cc5c(cc4c3=O)OCO5)CC2)c1C	-0.1	-42	2	-5	x	0	0	-2.4	0.3
Nc1ccc(N2CCN(c3ccc(Cl)c(Cl)c3)CC2)cc1	0.5	-22	-1	-2	10	-4	7	-4.5	1.3
CC(=O)c1c(C)[nH]c(C(=O)OCC(=O)Nc2cc(C(F)(F)F)ccc2N2CCOCC2)c1C	0.0	16	-4	-6	1	-10	-2	-4.0	-1.4
CC(OC(=O)/C=C/c1cccs1)C(=O)Nc1ccc(S(N)(=O)=O)cc1 (stereo unspecified)	2.4	-14	-5	0	3	-8	-31	1.5	0.1
CSCC[C@H](NC(=O)c1cc([N+](=O)[O-])ccc1Cl)c1nc2ccccc2[nH]1	1.3	-1	1	1	7	-10	5	3.9	-0.1
CC(=O)OCC(=O)[C@H]1CC[C@H]2[C@@H]3CC=C4C[C@@H](O)CC[C@]4(C)[C@H]3CC[C@]12C	1.6	32	3	-2	8	2	0	0.7	1.8
CN(C)S(=O)(=O)c1ccc(N2C(=O)CC2(/C=C/c2ccccc2)C(=O)NC2CCCC2)cc1 (stereo unspecified)	0.3	48&35	1	-1	15&2	-7	3	5.0	-0.5
COC(=O)c1ccc(NC(=O)CN2CCN(S(=O)(=O)c3cc(Cl)ccc3OC)CC2)cc1	-0.1	-21	2	0	15	-5	0	6.2	-1.6
O=C(Nc1ccn(Cc2ccccc2)n1)c1cccc(Cn2cc([N+](=O)[O-])cn2)c1	0.4	-12	0	-1	5	-11	6	1.2	-0.3
Cc1[nH]c2ccccc2c1/C=N/NC(=O)CNC(=O)c1ccccc1	2.2	-38	-5	-1	10	-2	24	4.0	1.0
COc1ccc(NS(=O)(=O)c2ccc(O)c(C(=O)OCC(=O)NC(C)C3CC4CCC3C4)c2)cc1 (stereo unspecified)	0.2	-10	-1	-3	2	-5	22	0.9	0.0
COc1ccc(S(=O)(=O)N2CCCN(CC(=O)Nc3cc(NC(C)=O)ccc3OC)CC2)cc1	0.5	-56	1	-2	10	5	-1	0.6	1.4
CCOC(=O)c1c(C)[nH]c(C(=O)CN2CCN(CC)CC2)c1C	0.0	-1	-2	2	12	-11	13	3.5	-0.1
Cc1cccc(C=Nc2ccc3c(c2)oc2ccccc23)c1O	1.4	3	0	2	8	1	4	-2.2	-0.5
CCCn1c(SCC(=O)Nc2ccc3c(c2)OCCO3)nnc1-c1ccco1	1.2	10	3	1	9	-3	-22	-1.0	-0.9
O=C(CNC(=O)c1ccc(Cl)cc1)OCc1nc2ccccc2s1	1.1	-22	-4	-1	6	-4	0	0.5	0.6
CCC(=O)Nc1ccc(C(=O)NNC(=O)c2ccc([N+](=O)[O-])cc2)cc1	3.3	-4	1	2	5	-15	20	0.3	-0.5
COc1ccc2c(c1)C(SCC(=O)NCc1ccccc1)CC(C)(C)O2 (stereo unspecified)	x	-5	4	0	11	-7	-3	1.6	-0.7
Cc1cccc(OCC(=O)NC(Cc2ccccc2)C(=O)O)c1 (stereo unspecified)	0.8	19	1	1	9	2	1	1.5	1.3
O=C(COC(=O)c1ccc(S(=O)(=O)NCc2ccco2)cc1)Nc1ccc(OC(F)F)cc1	0.5	15	-3	0	10	-4	3	1.7	-0.2
Cc1ccc(C)n1NC(=O)c1ccccc1O	0.7	8	-8	-4	-5	5	2	-1.4	1.1
Nc1nc(N2CCN(C(=O)c3ccco3)CC2)nc2ccc(Br)cc12	2.5	-58	2	3	17	-5	12	-8.8	-0.2
COCCNC(=S)N1CCC(c2nc(-c3ccc(F)cc3)no2)CC1	5.7	-42&-11	x	x	12&9	-4	16	0.2	1.2
CN(C)c1ccccc1C(=O)c1ccccc1N(C)C	0.8	-1	13	6	12	-4	7	-13	0.2
CN(C)c1ccc(P(=O)(OC2CCCCC2)C(Nc2ccccc2)c2cccnc2)cc1 (stereo unspecified)	0.1	3	-5	-3	2	-7	20	4.5	-1.6
COc1ccccc1CNCC(=O)Nc1ccccc1-n1cccc1	1.9	-3	-3	0	13	-7	17	-0.7	-1.4
Cc1ccc(/C=N/Nc2ccc3ccccc3n2)o1	1.3	-70	-1	-3	4	1	29	4.0	0.3
OC(COc1ccccc1)Cn1c2ccccc2c2ccccc21 (stereo unspecified)	3.9	71*	-1	-2	11	-9	4	4.0	0.9
COc1cc(/C=N/NC(=O)CCn2nc(C)cc2C)ccc1O	0.2	0	-1	1	6	-3	15	0.3	1.0
O=C(CCl)N(CCCNC(=O)C(F)(F)F)c1ccc([N+](=O)[O-])cc1	-0.4	4	-3	-1	10	-3	1	-29	0.1
CCCC(=O)Nc1ccc2nc(SCC(=O)N3CCCC3)sc2c1	9.6	-17	2	0	13	-6	19	1.7	-0.1
COc1cccc2sc(NNC(=O)COc3ccccc3)nc12	0.7	-23	2	29	4	-4	-14	0.0	-0.3
N#Cc1cc2c([nH]c1=O)CCCC2	-0.2	24	-2	3	2	3	15	6.4	2.1
O=C(C1=NN[C@@H]2C(=O)N(Cc3ccccc3)C(=O)[C@H]12)c1ccc(F)cc1	-0.1	-4	-2	0	12	5	8	5.8	0.8
NC(=O)c1ccsc1NC(=O)CSc1nnc2ccccn12	2.6	8	-1	2	7	-4	18	-0.1	1.3
COc1ccc(C(=O)N=c2sc3ccccc3n2C)cc1OC	2.8	-98	0	0	4	-10	18	2.2	-0.1
CC(=O)OC1CC(C)(C)N(OC(=O)c2ccccc2)C(C)(C)C1	1.7	-4	-1	-2	13	-10	-6	-1.0	0.3
Cc1ccc(NC(=O)c2snc3c(=O)[nH]cnc23)cc1C	0.5	23&26	-2	-1	11&-5	6	7	-2.1	1.3
COc1ccc(C2/C(=C(/O)c3ccccc3)C(=O)C(=O)N2CC(C)O)c(OC)c1 (stereo unspecified)	0.6	18	-1	0	2	-4	-2	-0.4	0.4
C[C@H](c1ccccc1)n1nnc(COCc2ccccc2)c1C#CCOCc1ccccc1	0.5	25	-1	-2	8	x	15	2.0	x
C=CCn1c(SCc2c(C)noc2C)nc2cc(C(=O)O)ccc2c1=O	0.3	20	x	x	5	-11	3	-11	-0.1
COCCCN1C(=O)c2ccccc2C1C(=O)NC1CCCCCC1 (stereo unspecified)	0.4	27	-1	0	8	-10	2	0.0	0.7
CCc1ccc(S(=O)(=O)Nc2cc(SCC(=O)O)c(O)c3ccccc23)cc1	19	-19	6	26	10	1	18	-8.9	0.2
COc1ccccc1C1C2=C(COC2=O)Nc2cc3c(cc21)OCO3 (stereo unspecified)	0.4	9	-6	1	14	-7	1	-20	1.6
CCn1c(SCC(=O)N/N=C/C=C\c2ccccc2[N+](=O)[O-])nc2ccccc21	0.0	-13	0	2	18	-2	1	-7.2	-0.7
Cc1nn(C)cc1CNCc1ccc(OCC(O)CN(C)Cc2ccccc2)cc1 (stereo unspecified)	-0.6	-45	3	0	11	-1	19	1.0	0.2
O=C(COc1ccc(Cl)cc1)NCc1nnc(SCC(=O)Nc2ccc3c(c2)OCCO3)o1	-0.1	6	2	-2	11	-8	9	-2.7	0.5
Clc1ccc(-c2nnc(C3CC3)o2)cc1	0.0	33	0	1	11	8	14	6.7	1.3

Continuation.
SMILES	L929 necroptosis	EP2 modulator	Runt-SMMHC FRET	Runt-CBFb FRET	PGE2 EP2 inh	RBBP9 inhibitor	Hck Nef HTS	TNF death inh	PERK inh
Cc1onc(-c2ccccc2)c1C(=O)Nc1ccncc1	-0.8	26	0	0	5	-3	8	-2.8	0.6
CCCCNC(=S)NNC(=O)c1csc(C)c1	-0.8	22	0	2	10	1	3	0.9	0.7
CC(=O)CCc1c(C)nc2ccc(C)cc2c1Cl	-1.2	-10	-1	-3	4	9	11	-3.2	-0.1
CCOC(=O)CC(=O)CSc1nc(C)cc(C)c1C#N	-0.1	20	7	5	4	-6	0	-0.5	0.1
CCN(CC)C(=O)c1sc2nc(-c3cccs3)cc(-c3cccs3)c2c1N	0.8	-7	-125	1	9	-12	6	-1.8	0.2
CCCCC(=O)NC(=S)Nc1cccc(C(=O)O)c1	0.2	-1	3	0	6	-1	-3	-0.9	0.9
COc1ccc(Nc2nc(N)nc(CSC(=S)N3CCCCC3)n2)cc1	0.9	-16	1	-1	3	-2	18	-1.2	0.2
Cn1c(=O)c2c(nc(NCc3ccc4c(c3)OCO4)n2Cc2ccccc2)n(C)c1=O	-0.5	54	-2	0	6	-1	7	-3.4	-1.2
O=C(Nc1ncc(Cc2ccccc2Cl)s1)c1ccc(-c2cccc([N+](=O)[O-])c2)o1	-0.5	1	-4	2	2	-4	0	2.6	0.7
COc1ccc2nc(SCC(=O)Nc3c(C)cc(C)cc3C)[nH]c2c1	-0.1	-21	-2	1	16	-11	-1	0.7	-0.5
O=C(NCc1ccc(Cl)cc1)c1n[nH]c([N+](=O)[O-])c1Cl	-1.8	13	-5	2	1	-4	27	-0.6	0.5
CCn1c(=O)cc(SCC(=O)Nc2cccc(SC)c2)c2ccccc21	0.6	-15	-2	4	10	6	3	1.0	-0.5
COC(=O)C1=C(C)NC(=S)NC1c1ccc(-c2ccccc2C(=O)OC)o1 (stereo unspecified)	2.6	17	22	35	7	-8	39	-1.7	0.2
COC(=O)Nc1ccc2c(c1)N(C(=O)CCN1CCN3CCCC3C1)c1ccccc1CC2 (stereo unspecified)	0.5&-0.4	5&-9	2&-4	2&0	2	-8&-1	-4&-3	3.4&2.3	-0.1&-0.3
COc1cc(SC)ccc1C(=O)Nc1nccs1	0.2	-4	-2	0	6	-6	28	0.1	-0.5

These rows are one share of the data; count on the stated rates, not on these rows.
